RXFP1 antagonist: blocks the human relaxin receptor RXFP1; Q9HBX9; HEK293-RXFP1, relaxin-stimulated cAMP HTRF, 30 min; stronger effect = lower value; activity change, negative = inhibition, % at 57.5 µM; 0.59% of 350,000 active; AID 1259400;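 active means activity change of -60% or lower, but not beyond a set lower limit; inconclusive means change between -60% and -40%, or beyond the set limit; inactive means change above -40%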
Target sequence (Q9HBX9 whole entry, looked up): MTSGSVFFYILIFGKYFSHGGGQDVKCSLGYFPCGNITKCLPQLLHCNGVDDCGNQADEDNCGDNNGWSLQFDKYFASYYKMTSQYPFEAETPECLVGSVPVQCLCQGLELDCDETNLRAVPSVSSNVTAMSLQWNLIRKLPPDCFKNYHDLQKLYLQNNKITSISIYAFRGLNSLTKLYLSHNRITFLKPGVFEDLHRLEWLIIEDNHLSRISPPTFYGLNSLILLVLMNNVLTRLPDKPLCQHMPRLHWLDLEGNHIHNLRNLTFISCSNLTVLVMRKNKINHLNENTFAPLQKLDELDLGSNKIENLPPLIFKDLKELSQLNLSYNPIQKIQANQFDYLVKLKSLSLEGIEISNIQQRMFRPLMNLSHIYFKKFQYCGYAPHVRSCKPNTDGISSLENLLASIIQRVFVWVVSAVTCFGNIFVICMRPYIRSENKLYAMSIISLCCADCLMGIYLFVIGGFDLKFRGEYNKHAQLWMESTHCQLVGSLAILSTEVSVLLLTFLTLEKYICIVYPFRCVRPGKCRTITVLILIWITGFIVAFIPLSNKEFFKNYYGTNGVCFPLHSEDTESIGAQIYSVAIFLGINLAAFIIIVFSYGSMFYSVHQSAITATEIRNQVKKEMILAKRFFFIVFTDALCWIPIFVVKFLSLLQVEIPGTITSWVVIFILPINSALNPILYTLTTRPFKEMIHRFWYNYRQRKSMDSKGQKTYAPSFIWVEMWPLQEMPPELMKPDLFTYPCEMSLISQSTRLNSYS
An asterisk follows results filed as active; ? = inconclusive. On the % scale 0 is the no-effect control and ±100 the full control effect. Only part of the results is shown, so the mix of outcomes need not match the whole.

no.	mol	RXFP1 antagonist
1	COC(=O)c1ccc(CN(c2ccc(OC)cc2)S(=O)(=O)c2ccccc2)cc1	-13.9
2	CCC(C(=O)N1CCN(Cc2ccc3c(c2)OCO3)CC1)n1nnc2ccccc2c1=O (configuration not stated)	-3.3
3	Cc1ccc(CN2CCNC(=O)C2CC(=O)NCCCn2nnc3ccccc32)cc1 (configuration not stated)	2.9
4	ON=C1c2ccccc2-c2ccc(O)cc21	-5.7
5	CC(=O)CSc1nnc(-c2ccc(S(=O)(=O)N3CCC(C)CC3)cc2)o1	-2.7
6	Cc1ccc(N/N=C/C=C/c2ccco2)cc1	-2.4
7	CC(C)=C1CCC(C)CC1=NNC(N)=S (configuration not stated)	-14.5
8	O=C(NNC(=O)c1ccccc1-n1cccc1)c1cncc(Br)c1	-5.2
9	O=C(NC1CCCCC1)c1ccc(-c2ccccc2F)o1	-7.7
10	O=[N+]([O-])c1ccc(NS(=O)(=O)c2ccccc2)c(Cl)c1	-2.1
11	COc1ccc(CCNc2nc(C)cc(=O)[nH]2)cc1OC	-7.6
12	CCCCn1c(N)c(N(C)C(=O)c2cc3c(F)cccc3s2)c(=O)[nH]c1=O	-6.0
13	O=C(COC(=O)CCC(=O)c1ccc(F)cc1)NC1CCCCC1	6.2
14	O=C1CCCCC1(CCc1ccncc1)CCc1ccncc1	-4.8
15	Cc1ccc(S(=O)(=O)N2CCN(C(=O)c3cc(S(=O)(=O)N4CCOCC4)ccc3Cl)CC2)c(C)c1	-1.9
16	Cc1ccc(C(=O)OCC(=O)NCCN2C(=O)CSC2=O)cc1[N+](=O)[O-]	6.6
17	O=C(COC(=O)c1cc([N+](=O)[O-])ccc1NCCO)Nc1cccnc1Cl	15.4
18	Cc1ccccc1-n1nnnc1SCC(=O)NC1CC1	6.3
19	CCOC(=O)C1=C(COC(=O)c2ccc(OC)c(S(=O)(=O)N3CCOCC3)c2)NC(=O)NC1C (configuration not stated)	2.8
20	O=C(CN(CCO)Cc1ccccc1)N1CCN(S(=O)(=O)c2ccccc2)CC1	7.8
21	CN(CC(=O)Nc1cccc(Cl)c1)S(=O)(=O)/C=C/c1ccccc1	5.2
22	COc1ncnc2c1ncn2CCCNCC(C)c1ccccc1 (configuration not stated)	3.8
23	CCN(CC)C(=O)C1=C(C)N(Cc2ccc(OC)cc2)C(=O)C(CC(=O)NCc2ccco2)C1 (configuration not stated)	-6.1
24	CCCCCCOC(=O)CC1CC(C(C)=O)C1(C)C (configuration not stated)	0.9

Along the list, from the results shown.
RXFP1 antagonist for entries 1 to 4, in order: -13.9, -3.3, 2.9, -5.7

Continued:
no.	mol	RXFP1 antagonist
25	O=C(Cc1ccccc1)c1ccccn1	6.9
26	COc1ccc(C2(CNC(=O)c3cc(OC)c(OC)c(OC)c3)CCCC2)cc1OC	-0.2
27	COc1cccc(C(CNC(=O)c2ccc(Cl)c(S(=O)(=O)N3CCCC3)c2)N(C)C)c1 (configuration not stated)	-9.6
28	O=C(COC(=O)c1ccc(F)c(S(=O)(=O)N2CCOCC2)c1)NCc1ccc(F)cc1	6.7
29	O=C1c2ccccc2CCC12OC2c1ccc([N+](=O)[O-])cc1 (configuration not stated)	-1.7
30	c1ccc(CCNCc2ccco2)nc1	-8.2
31	CCCCNc1ccc(C(=O)OCCN(CC)CC)cc1	-6.2
32	COC(=O)c1ccc(N2CCOCC2)c(NC(=O)c2cc3ccccc3o2)c1	-4.9
33	CCCN(C)C[C@H]1Oc2ncc(Br)cc2C(=O)N([C@@H](C)CO)C[C@@H]1C	-5.4
34	O=C(O)Cc1cc(=O)[nH]n(-c2ccccc2)c1=O	-4.4
35	O=C1CC(c2ccccc2)=C(c2ccccc2)C1	-6.3
36	CCOc1ccc(S(=O)(=O)N(C)c2ccc(OCC(=O)NCC3CCCCC3)cc2)cc1	-19.8
37	CNC(=O)C[C@@H]1C(=O)N(Cc2ccccc2)CC1(C)C	5.7
38	Cc1ccc(NC(=O)c2ccc(OCc3c(C)noc3C)cc2)cc1C	-31.0
39	O=C(COC(=O)c1nn(CCO)c(=O)c2ccccc12)Nc1ccc(Cl)c(Cl)c1	-5.3
40	CSc1ccccc1NC(=O)CN(C)CC(=O)Nc1ccc(S(=O)(=O)N2CCCC2)cc1	-2.1
41	COc1ccc(Cl)cc1Nc1nc(Cl)nc(NCCO)n1	-6.7
42	CN1CC(=O)N(CC(=O)NC2CCCCC2)C1=O	-1.7
43	O=C(N/N=C/c1c(O)ccc2ccccc12)Nc1ccccc1	1.3
44	COC(=O)[C@H]1C[C@@]2(O)CN(S(=O)(=O)c3ccc(C)cc3)C[C@@]2(OC(=O)NCc2ccco2)C[C@H]1C(=O)OC	-4.4
45	CC(C)CN(C(=O)CN(C)CC(=O)Nc1ccc(Cl)c(C(F)(F)F)c1)c1c(N)n(CC(C)C)c(=O)[nH]c1=O	-10.5
46	Cn1nc(C(=O)OCC(=O)c2ccc(Cl)cc2)c2ccccc2c1=O	1.8
47	COc1ccccc1N1CCN(S(=O)(=O)CCNC(=O)/C=C/c2ccc3c(c2)OCO3)CC1	-2.8
48	Cn1cc(S(=O)(=O)N2CCNCC2)cc1C(N)=O	0.6

Of the compounds above, these contain an aryl thioether with sulfur outside any ring:
no.	mol	RXFP1 antagonist
5	CC(=O)CSc1nnc(-c2ccc(S(=O)(=O)N3CCC(C)CC3)cc2)o1	-2.7
18	Cc1ccccc1-n1nnnc1SCC(=O)NC1CC1	6.3
40	CSc1ccccc1NC(=O)CN(C)CC(=O)Nc1ccc(S(=O)(=O)N2CCCC2)cc1	-2.1

Additional entries.
no.	mol	RXFP1 antagonist
49	O=C(OCC(=O)N1CCCC1)c1cnc(Cl)c(Cl)c1	-8.4
50	CSc1ncnc2c1ncn2CCCNc1ccc(C)c(C)c1	-2.5
51	Cc1cccc(C(=O)NC(C(=O)Nc2ccc(S(=O)(=O)Nc3nccs3)cc2)C(C)C)c1 (configuration not stated)	1.3
52	COc1ccc(NC(=O)/C(N=Nc2cccc(S(=O)(=O)Nc3ccc(SC(F)F)cc3)c2)=C(\C)O)cc1	2.3
53	CCn1c(SCC(=O)N2CCCC2=O)nc2ccccc21	-2.0
54	COc1ccc(C)cc1S(=O)(=O)NC(C)c1cnn(-c2ccccn2)c1C (configuration not stated)	-9.3
55	Cc1cc(C)c(C(=O)c2cccs2)c(C)c1	-15.9
56	CC(C)CCOc1ccc(C(=O)Nc2cc(S(=O)(=O)N3CCOCC3)ccc2N2CCOCC2)cc1	6.7
57	C[C@@H]1CCCCO[C@@H](CN(C)Cc2ccc(C(F)(F)F)cc2)[C@@H](C)CN([C@H](C)CO)C(=O)c2cc(N(C)C)ccc2O1	1.9
58	COc1cc2c(cc1OC)C1CCN3C(=O)CCC3N1CC2 (configuration not stated)	-15.4
59	CC(C)(C)c1cc(CNC(=O)C2CCC(=O)N(Cc3ccccc3F)C2)[nH]n1 (configuration not stated)	2.8
60	COc1cccc(C(=O)NCCCNc2nc3cc(C)cc(C)c3cc2C#N)c1	-10.3
61	O/N=C/c1cc(Br)ccc1OCc1ccc(F)cc1	-20.2
62	C#C[C@]1(OC(C)=O)CC[C@H]2[C@@H]3CCC4=C[C@@H](OC(C)=O)CC[C@@H]4[C@H]3CC[C@@]21C	-26.1
63	O=C1CC(=O)OC(c2ccc([N+](=O)[O-])cc2)O1	-5.6
64	CC(C)c1ccc(S(=O)(=O)N2CCN(C(=O)CN3C(=O)c4ccccc4C3=O)CC2)cc1	22.0
65	CC1C(=O)N(Cc2cn(Cc3ccco3)nn2)CCS(=O)(=O)N1Cc1ccc(-c2ccc(F)cc2)cc1 (configuration not stated)	1.5
66	CCC(=O)N(C)C[C@@H]1Oc2cc(Br)ccc2S(=O)(=O)N([C@@H](C)CO)C[C@@H]1C	5.3
67	COc1ccc(NC(=O)c2ccc(N3CCCC3=O)cc2)cc1Cl	-8.3
68	Cc1ccc(CNC(=O)C2CCN(c3nc(C)cc(C)n3)CC2)cc1	9.3
69	CCOC(CN1CCN(CC(C)C(=O)c2ccccc2)CC1)c1ccccc1 (configuration not stated)	13.5
70	Nc1ccc(C(=O)Nc2ccc3c(O)cc(S(=O)(=O)O)cc3c2)cc1	12.1
71	COC(=O)C1CCN(C(=O)c2ccc(Cl)c(S(=O)(=O)NCc3ccco3)c2)CC1	-6.2
72	CCCCn1c(N)c(N(C)C(=O)C2CC(=O)N(Cc3ccco3)C2)c(=O)[nH]c1=O (configuration not stated)	-7.5
73	CCC(=O)c1ccc(OCC(=O)OCc2csc(CC(=O)Nc3ccccc3C)n2)cc1	0.1
74	CC(C)COC(=O)N(C)C[C@@H]1OCc2cn(nn2)CCCC(=O)N([C@@H](C)CO)C[C@H]1C	16.7
75	O=C(CSc1nnc2ccccn12)Nc1ccccc1[N+](=O)[O-]	2.3
76	O=Nc1c(O)[nH]c2ccc(Cl)c(Cl)c12	-31.6
77	CN(CC(=O)Nc1ccc(F)cc1)C(=O)c1ccc(-c2ccc(F)cc2)o1	5.0
78	CCC(=NNC(=O)c1ccc2c(c1)nc(C)n2CC)c1cc(F)ccc1O	-4.7
79	COc1ccc(C(=O)NCCCCc2ccccc2)cc1	-9.4
80	COc1cc(/C=C2\C(=O)ON=C2c2ccc(Cl)cc2)ccc1O	-9.5
81	O=C1NC(=O)N(c2ccc(Cl)cc2)C(=O)/C1=C/c1ccc2c(c1)CCN2Cc1ccccc1Cl	-2.2
82	O=C(CN1C(=O)c2ccccc2C1=O)OCC(=O)N1CCCCC1	-3.0
83	O=C(COC(=O)c1cccc(S(=O)(=O)NCc2ccccc2)c1)NC1CC1	-3.3
84	CC(C)(C)N(Cc1ccccc1)C(=O)CN1C(=O)c2ccccc2S1(=O)=O	-0.7

Reformatted: entries from further up
cpd | RXFP1 antagonist | Molecule
77 | 5.0 | CN(CC(=O)Nc1ccc(F)cc1)C(=O)c1ccc(-c2ccc(F)cc2)o1
78 | -4.7 | CCC(=NNC(=O)c1ccc2c(c1)nc(C)n2CC)c1cc(F)ccc1O

(more compounds)
no.	mol	RXFP1 antagonist
85	CCOc1ccccc1OCCCC(=O)Nc1cc(S(=O)(=O)N2CCCCC2)ccc1C	5.9
86	CN(c1ccccc1)c1ncnc2c1ncn2C	-8.4
87	CCN(CC)S(=O)(=O)c1ccc(O)c(C(=O)OCC(=O)NC23CC4CC(CC(C4)C2)C3)c1	3.6
88	O=C(C=Cc1ccccc1)CC(c1ccccc1)N1CCOCC1 (configuration not stated)	?
89	O=C(NN=Cc1ccccc1O)c1cccc([N+](=O)[O-])c1	-9.8
90	C[C@H](NC(=O)c1ccco1)C(=O)NNC(=O)COc1cccc(C(F)(F)F)c1	-5.8
91	C[C@@H]1CN([C@H](C)CO)C(=O)c2cc(Br)cnc2O[C@@H]1CN(C)C(=O)c1ccccc1	6.5
92	O=[N+]([O-])c1ccc(CS(=O)Cc2ccccc2)cc1 (configuration not stated)	-3.5
93	CC(=O)N1CCN(S(=O)(=O)c2cccc(C(=O)OCC(=O)Nc3c(Cl)cccc3C(F)(F)F)c2)CC1	-1.8
94	CCOC(=O)c1c(C)[nH]c(C)c1C(=O)COC(=O)c1ccc(Cl)nc1	-3.4
95	CC(C)(C)NC(=O)CSc1nc2cc(S(=O)(=O)N3CCCCC3)ccc2o1	3.2
96	COc1ccc(/C=C2/CSC/C(=C/c3ccc(OC)c(OC)c3)C2=O)cc1OC	-7.3
97	CCCCCCn1c(=O)c2c(ncn2C)n(C)c1=O	-12.5
98	CN1CCN(C2Cc3ccc(Cl)cc3Sc3ccc(F)cc32)CC1 (configuration not stated)	?
99	COc1cccc2c1C1COC3C4CC(C(=O)O)C(C(C2)N13)N4C (configuration not stated)	-8.3
100	O=[N+]([O-])c1ccc(NN=Cc2ccc3c(c2)OCO3)nc1	-5.6
101	COc1ccc(CCC(=O)N/N=C/c2ccc3c(c2)OCO3)cc1	0.7
102	C[n+]1c2cc(N)ccc2cc2ccc(N)cc21 (tested in a mixture with another compound)	-8.9
103	O=C(CNC(=O)c1ccc(C(F)(F)F)cc1)NC1CC1	-30.8
104	Cc1ccc(S(=O)(=O)CS(=O)(=O)c2ccc(C)cc2)cc1	-3.6
105	CCOc1cc(/C=N/NC(=O)c2nnn(-c3nonc3N)c2C)ccc1OCc1ccc(C)cc1	-0.9
106	C[C@H]1CN([C@@H](C)CO)S(=O)(=O)c2ccc(-c3cncnc3)cc2O[C@H]1CN(C)C(=O)NC1CCCC1	10.4
107	CN1C(=O)c2ccccc2CC12c1ccccc1C(=O)N2C (configuration not stated)	10.0
108	O=C(Oc1ccccc1)c1ccccc1O	-5.6

Next part; it opens with the four that closed the last part.
no.	mol	RXFP1 antagonist
105	CCOc1cc(/C=N/NC(=O)c2nnn(-c3nonc3N)c2C)ccc1OCc1ccc(C)cc1	-0.9
106	C[C@H]1CN([C@@H](C)CO)S(=O)(=O)c2ccc(-c3cncnc3)cc2O[C@H]1CN(C)C(=O)NC1CCCC1	10.4
107	CN1C(=O)c2ccccc2CC12c1ccccc1C(=O)N2C (configuration not stated)	10.0
108	O=C(Oc1ccccc1)c1ccccc1O	-5.6
109	COc1ccc(C)cc1NC(=O)CN1CCCC1c1ccc2c(c1)OCCCO2 (configuration not stated)	0.8
110	Cc1ccc(S(=O)(=O)N(C)C[C@@H]2OCc3cnnn3CCCC(=O)N([C@H](C)CO)C[C@H]2C)cc1	7.2
111	O=C1CC2(CCCCC2)CC(=O)N1CCc1ccccc1	10.6
112	COc1cc2cncc(Cc3ccccc3)c2cc1O	3.7
113	O=C(CNC(=O)c1ccccc1F)Nc1ccc2c(c1)OCO2	10.9
114	O=C(CCS(=O)(=O)c1ccccc1)NNC(=O)CSc1ccccc1F	-0.7
115	C1CN(CC2COC(CN3CCOCC3)CO2)CCO1 (configuration not stated)	2.3
116	COc1ccc(NC(=O)c2ccc(NC(=O)c3nc4nccc(C)n4n3)cc2)cc1	3.8
117	CN(C)S(=O)(=O)c1cccc(NC(=O)COC(=O)c2cccnc2Cl)c1	-9.0
118	CCOC(=O)/C=C1\SCC(=O)N1CC(=O)Nc1cc(S(=O)(=O)N(C)C)ccc1C	5.8
119	CCc1cccc(C)c1NC(=O)CN1C(=O)NC(CCc2ccccc2)C1=O (configuration not stated)	1.2
120	Cc1onc(-c2c(F)cccc2Cl)c1C(=O)Nc1cccc(S(=O)(=O)N2CCCCC2)c1	0.6
